NIH3T3 tox = NIH 3T3 cell cytotoxicity. 94,000 compounds, 4.3% hits. Potency, µM (doses to about 96.7 µM), for the others: at the top dose activity change, negative = cytotoxicity, hits mostly inhibitors. NIH 3T3 viability, CellTiter-Glo ATP luminescence, 48-72 h. AID 1345082; also: potency is read from the fitted curve at half-maximal effect; nearly all actives have a fitted effect of over 55% in size
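Cytotoxicity is measured as loss of cellular ATP: NIH 3T3 cells (400/well) are exposed to compound for 48 or 72 hr at 37 °C, then CellTiter-Glo luminescence is imaged after 10 min at room temperature.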
HEK293 viab = reduces viability of HEK-293 SNCA reporter cells; HEK-293-SNCA-luc viability, GF-AFC fluorescence, 24 h; Potency, µM (titrated, usually from 57.1 µM), for the others: at the top dose activity change, negative = cytotoxicity, usual class: cytotoxic; 150,000 compounds, 0.12% hits; AID 1671193;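 also: potency is read from the fitted curve at half-maximal effect; 0% = DMSO-treated cells and -100% = medium-only wells without cells; nearly all actives have a fitted effect of over 30% in size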
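HEK-293-SNCA-luc cells (1500/well) plated 24 h, then exposed 24 h to a dilution series; GF-AFC added 30 min at 37C, fluorescence 405/540 nm; normalised to medium-only and DMSO wells, Hill fit.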
GPT2 inh = GPT2 alanine aminotransferase inhibition | Q8TD30 | Recombinant GPT2, coupled pyruvate oxidase/HRP Amplex Red fluorescence | Potency, µM (doses to about 57.7 µM), for inactives: at the top dose activity change, negative = inhibition, most hits filed as inhibitors | 100,000 compounds, 0.25% hits | AID 1671188; also: potency is read from the fitted curve at half-maximal effect; nearly all actives have a fitted effect of over 60% in size; many of its hits are not listed in these tables
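Recombinant GPT2 (10ng/uL) with 250uM a-KG and 2mM L-alanine, 30 min at room temperature, in HEPES pH 7.5 buffer. Pyruvate detected by pyruvate oxidase/HRP/Amplex Red fluorescence after 30 min in the dark; AOA (50uM) as positive control.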
HEK cytotox = kills HEK 293 cells. HEK 293 viability, ATP luminescence (CellTiter-Glo), 48-72 h. Potency, µM (titrated, usually from 115 µM), inactives show at the top dose activity change, negative = cytotoxicity, hits mostly inhibitors. 94,000 compounds, 6.6% hits; also: potency is read from the fitted curve at half-maximal effect; nearly all actives have a fitted effect of over 60% in size
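qHTS cytotoxicity; HEK 293, 250 cells/well; compound pinned; 48 or 72 hr, 37 degree Celsius, 5% CO2, 95% humidity; CellTiter-Glo, 10 min RT; luminescence (ATP).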
SNCA expr inhib = inhibitors of alpha-synuclein (SNCA) gene expression. HEK-293 SNCA-luciferase knock-in, luminescence, 24 h. Potency, µM (titrated, usually from 57.2 µM), for the others: top-dose activity change, negative = inhibition, hits mostly inhibitors. 140,000 compounds, 0.17% hits. AID 1671194;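 also: potency is read from the fitted curve at half-maximal effect; plate controls were DMSO cells for no effect and cell-free wells for full effect; nearly all actives have a fitted effect of over 45% in size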
IP6K1 inh = blocks human inositol hexakisphosphate kinase 1. Q92551. IP6K1 kinase, ADP-Glo luminescence, 2 h; hits give low values. activity change, % (series mostly up to about 58 µM). 140,000 compounds, 0.81% hits. AID 1645851; in the data active = activity change below about -25%
Target sequence (Q92551 whole entry, looked up): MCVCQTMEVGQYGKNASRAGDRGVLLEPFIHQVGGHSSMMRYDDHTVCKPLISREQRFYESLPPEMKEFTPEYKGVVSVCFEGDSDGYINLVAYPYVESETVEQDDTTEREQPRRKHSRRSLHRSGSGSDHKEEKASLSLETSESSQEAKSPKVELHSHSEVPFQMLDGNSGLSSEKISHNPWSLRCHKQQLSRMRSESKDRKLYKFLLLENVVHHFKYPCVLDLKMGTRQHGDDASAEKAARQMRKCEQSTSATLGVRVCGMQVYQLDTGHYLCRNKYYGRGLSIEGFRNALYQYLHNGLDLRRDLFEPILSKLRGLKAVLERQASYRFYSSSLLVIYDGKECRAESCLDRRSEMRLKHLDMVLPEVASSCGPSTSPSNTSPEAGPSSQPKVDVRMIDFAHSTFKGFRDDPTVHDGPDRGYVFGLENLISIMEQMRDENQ
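ADP-Glo luminescence measures ADP made by human IP6K1 during a 2 h RT reaction with ATP/IP6 (mix at 1.3 mM/130 uM); top library doses 57.5 and 19.1 uM final.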
FLuc inh = Photinus pyralis luciferase inhibition; P08659; purified P. pyralis luciferase, luminescence, biochemical; Potency, µM (top dose mostly 115 µM), for the others: at the highest dose activity change, negative = inhibition, actives largely listed as inhibitors; 76,000 compounds, 2.5% hits; also: potency is read from the fitted curve at half-maximal effect; nearly all actives have a fitted effect of over 65% in size
Target sequence (P08659 whole entry, looked up): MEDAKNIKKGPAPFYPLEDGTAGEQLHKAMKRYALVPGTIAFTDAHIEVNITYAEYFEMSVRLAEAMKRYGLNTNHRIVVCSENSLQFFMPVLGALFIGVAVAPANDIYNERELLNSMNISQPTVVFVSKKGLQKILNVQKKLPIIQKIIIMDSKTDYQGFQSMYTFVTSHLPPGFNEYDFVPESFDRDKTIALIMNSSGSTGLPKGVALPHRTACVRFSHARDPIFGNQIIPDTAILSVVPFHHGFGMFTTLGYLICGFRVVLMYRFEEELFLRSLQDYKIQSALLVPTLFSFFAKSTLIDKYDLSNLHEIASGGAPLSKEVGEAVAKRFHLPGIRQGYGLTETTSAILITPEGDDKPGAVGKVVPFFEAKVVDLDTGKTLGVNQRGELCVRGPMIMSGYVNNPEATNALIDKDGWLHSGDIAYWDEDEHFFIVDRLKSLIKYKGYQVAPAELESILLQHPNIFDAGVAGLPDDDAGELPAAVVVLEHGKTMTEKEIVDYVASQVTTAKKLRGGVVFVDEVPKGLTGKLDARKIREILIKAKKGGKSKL
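Cell-free enzyme assay, 10nM P. pyralis luciferase, luciferin and ATP each at 10uM. Inhibition profiled over a 6-point titration, read as luminescence.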
* hit, by the source's call; i = inactive; ? = inconclusive; . = no result given; [ ] = remark or other dose. Unless noted, calls follow the shape of the dose curve; as a rule, active = well fitted curve in the direction sought with a large enough effect; inconclusive = small, poorly fitted or top-dose-only effect, or another doubt; inactive = no such curve, though single readings can be large; an effect the other way counts as inactive or inconclusive. Unless noted, % is scaled to controls: 0 for no effect and ±100 for the full control effect. These rows are one share of the data; the hit share may differ from the screen's.

Sequence of screens – GPT2 inh, NIH3T3 tox, HEK cytotox, IP6K1 inh, FLuc inh, SNCA expr inhib, HEK293 viab
> CNC(=O)c1cc(-c2ccc(OC)nc2)cc2c1OCCN2Cc1cccnc1
 : -20%[88.5 µM], ?, -10%[172 µM], -21, -7%[172 µM], -4%[87.6 µM], 9%[87.6 µM]
> CCOCCCNc1ncnc2c1CN(C1CCNC1)C(=O)CN2C (stereo not given)
 : -14%, 4%, i, -17, ., 5%, 7%
> O=C1CSC2(C(=O)N(Cc3ccccc3)c3ccccc32)N1c1ccc(Cl)cc1 (stereo not given)
 : ., ., ., 3, ., 5%, 6%
> Cc1ccc(C(=O)N2CCC(N3Cc4cnc(C)n4C3=O)CC2)cc1
 : i, ?, ?, 24, -12%[172 µM], 29%[87.6 µM], 26%[87.6 µM]
> O=C(NCC(c1ccc2c(c1)OCO2)N1CCOCC1)C(=O)Nc1ccc(Cl)cc1 (stereo not given)
 : ., ., ., 5, ., -27%, -2%
> CCCNC(=O)CSc1cn(CC(=O)N2CCCCCC2)c2ccccc12
 : ., ., ., 8, ., -3%, -2%
> CCn1ncc(N2CCC(NC(=O)c3sccc3C)CC2)cc1=O
 : ?, -8%, -3%, 8, -13%, 13%, -11%
> COc1ccc(C2=NS(=O)(=O)N(C)C(C(=O)NCc3ccccc3)=C2)cc1OC
 : ., ., ., -26*, ., 38%[activator], 4%
> CCc1cn(C[C@H](NC(=O)COC)C(=O)O)c(=O)[nH]c1=O
 : -15%[88.5 µM], i, 5%[172 µM], 3, -5%[172 µM], -4%[87.6 µM], 5%[87.6 µM]
> CN1CCC(Oc2ccc(C(=O)NCCc3ccccn3)cn2)CC1
 : -11%, -11%, -8%, 13, 40µM*, 70%[activator], 9%
> CCCN(CCC)CCCNC(=O)Cn1ncc2c3ccccc3n(Cc3ccc(F)cc3)c2c1=O
 : ., ., ., 7, ., ?, 9%
> COCCn1c(C)cc(O)c(C(c2ccc(F)cc2)N2CCN(c3ccccc3)CC2)c1=O (stereo not given)
 : ., ., ., -3, ., 12%, 0%
> CC1=C(C(=O)NC2CC(=O)N(Cc3cccc4ccccc34)C2)OCCO1 (stereo not given)
 : 5%, -4%, -3%, 11, -3%, 9%, -7%
> C=CCn1cc2c3c(cccc31)[C@H](CC(C)C)N[C@H](C(=O)NCc1ccccc1OC)C2
 : -17%[88.5 µM], 25µM*, 40µM*, -15, 4%[172 µM], ?, -24%[87.6 µM]
> CCCOc1cc(C)c2c(c1C)C[C@H](C(C)C(=O)NCc1ccc(OC)cc1)CC2 (stereo not given in full)
 : 0%[88.5 µM], -16%[138 µM], -7%[172 µM], -7, 2%[172 µM], 8%[87.6 µM], -2%[87.6 µM]
> Cc1cnn(C2(C(=O)O)CCN(C(=O)c3cnn4cccnc34)CC2)c1
 : -4%, 5%, -3%, -2, 4%, 10%, -2%
> O=C(CCc1c[nH]c2ccccc12)NC1CCN(c2ccc(=O)[nH]n2)CC1
 : ?, ?, 3%, -3, -5%, 6%, -1%
> O=C(NCCCn1ccnn1)C1CCCN(C2CCCC2)C1 (stereo not given)
 : i, i, i, -1, -10%, -28%, 5%
> Cc1sc2cc(C(=O)N(C)C)[nH]c2c1CN1CCCCC1
 : -1%, i, -1%, 23, -20%, 43%[activator], 2%
> NC(=O)c1c(NC(=O)CS(=O)(=O)c2ccc(Cl)cc2)sc2c1CCCCC2
 : ., ., ., 22, ., 10%, -27%
> CN1CC2(CCCN(CC3CC3)C2)c2cc(C(=O)NCCc3ccccn3)ccc21 (stereo not given)
 : i, -20%[138 µM], ?, 2, -18%[172 µM], 2%[87.6 µM], 3%[87.6 µM]
> O=C1NC(=NC2CCCCC2)C2(CCN([S+](=O)([O-])c3ccccc3)C2)N1c1cccnc1 (stereo not given)
 : i, 3%, 3%, 4, ., 13%, -1%
> COC(=O)c1ccc(Cn2cnc3nc4c(cc3c2=O)CCCC4)cc1
 : ., ., ., 16, ., 5%, 7%
> CCCNC(=O)N1CCCOCCNC(=O)[C@@H]2CCC[C@@H]21
 : 2%, -9%, i, 4, 3%, 31%[activator], 1%
> O=C1CC2(CCN(Cc3ccc(F)cc3)CC2)Oc2ccccc2N1
 : -22%, -10%, ?, 9, 3%, -16%, ?
> Cc1cc(F)ccc1OC1CN([S+](=O)([O-])CCC(F)(F)F)C1
 : i, ?, ?, -9, 3%, -17%, -12%
> CC1(C)[C@H](Cc2cc(CCO)on2)C[C@@H]1NC1CCOCC1
 : i, -5%[174 µM], -23%[172 µM], 10, -5%[172 µM], 0%[87.6 µM], 8%[87.6 µM]
> CCc1ccc(S(=O)(=O)N2C[C@@H](F)C[C@H]2C(=O)N2CCc3ccccc3C2)cc1
 : i, -26%, -24%, 0, 6%, 5%, 6%
> C=CCCC(CN1CCSCC1)Oc1cc(CC)nc(C)n1 (stereo not given)
 : -21%, ?, -16%, -4, 0%, 0%, -3%
> COc1ccc(C(=O)N2CCC3(CC2)CC(c2nc(C)no2)N(C)C3)cn1 (stereo not given)
 : i, -10%, i, 0, -9%, 0%, 4%

2 successive records from above:
Sequence of screens – GPT2 inh, NIH3T3 tox, HEK cytotox, IP6K1 inh, FLuc inh, SNCA expr inhib, HEK293 viab
> Cc1cnn(C2(C(=O)O)CCN(C(=O)c3cnn4cccnc34)CC2)c1
 : -4%, 5%, -3%, -2, 4%, 10%, -2%
> O=C(CCc1c[nH]c2ccccc12)NC1CCN(c2ccc(=O)[nH]n2)CC1
 : ?, ?, 3%, -3, -5%, 6%, -1%

Further structures follow:
Sequence of screens – GPT2 inh, NIH3T3 tox, HEK cytotox, IP6K1 inh, FLuc inh, SNCA expr inhib, HEK293 viab
> Cn1cc(C(=O)NCC(=O)N2CCCCCCNC(=O)CC2c2ccccc2)cn1 (stereo not given)
 : -28%, -10%, -10%, 6, -15%, 9%, 4%
> CC(=O)c1cccc(NC(=O)CCc2c(C)nc3c(c(C)nn3-c3ccccc3)c2C)c1
 : ., ., ., 8, ., 11%, -5%
> CCOc1ccccc1NC(=O)CCc1c(C)nc2c(c(C)nn2-c2ccccc2)c1C
 : ., ., ., 18, ., 22%, 6%
> CCNC(=O)CC1=CSC2=NC(C)=C(C(=O)OCC)C(c3cccc([N+](=O)[O-])c3)N12 (stereo not given)
 : i, -15%, -20%, 15, -3%, 3%, -11%
> Cc1ccc(C)c(CN2CC[C@@H]3CN(S(C)(=O)=O)[C@@H]3C2)c1
 : i, -4%, -1%, 11, -4%, ?, 2%[12.5 µM]
> CC(C)CNC(=O)c1nc2sccn2c1-c1cccc(C#N)c1
 : -14%[88.5 µM], -26%[138 µM], -13%[172 µM], 14, ., 0%[87.6 µM], ?
> O=c1c(-n2ccnn2)c[nH]n1-c1cc(N2CCOCC2)ncn1
 : i, ., ., ., ., 49%[activator], -14%
> O=S(=O)(NCc1ccc(Cl)cc1)c1ccc2[nH]c3c(c2c1)CCCC3
 : ., ., ., -11, ., -14%, 12%
> CCn1c(SCc2ccc(F)cc2Cl)nc(=O)c2c(C(=O)OC)cc(C3CC3)nc21
 : ., ., ., 10, ., ?, -1%
> O=C1CCN(S(=O)(=O)c2ccccc2)CCCN(C(=O)c2cc3ccccc3[nH]2)CCN1
 : i, ?, ?, 2, ?, 72%[activator], 2%
> C#CCNC(=O)c1nc2sccn2c1-c1cccc(OC)c1
 : i, -20%[138 µM], -19%[172 µM], -9, ., 25%[87.6 µM], 1%[87.6 µM]
> O=C(NCCCc1nc2ccccc2n1Cc1c(F)cccc1Cl)C1CCCCC1
 : ., ., ., -16, ., -6%, 11%
> O=C(OCc1cc(=O)n2nc(-c3cccs3)sc2n1)c1ccc(F)cc1
 : ., ., ., 5, ., 4%, -4%
> CSCC(=O)N[C@H]1CCN2C(=O)c3ccccc3NC(=O)[C@H]12
 : i, -6%[138 µM], -1%[172 µM], -1, -1%[172 µM], 19%[87.6 µM], 2%[87.6 µM]
> CC(C)(C)c1ccc(C(=O)Nc2sc3c(c2C#N)CCC(C(C)(C)C)C3)cc1 (stereo not given)
 : ., ., ., 3, ., -6%, -3%

Gathered by group: the compounds so far with an aryl thioether with sulfur outside any ring.
Sequence of screens – GPT2 inh, NIH3T3 tox, HEK cytotox, IP6K1 inh, FLuc inh, SNCA expr inhib, HEK293 viab
> CCCNC(=O)CSc1cn(CC(=O)N2CCCCCC2)c2ccccc12
 : ., ., ., 8, ., -3%, -2%
> CCn1c(SCc2ccc(F)cc2Cl)nc(=O)c2c(C(=O)OC)cc(C3CC3)nc21
 : ., ., ., 10, ., ?, -1%

Of the compounds above, 8 have fluorine.
Sequence of screens – GPT2 inh, NIH3T3 tox, HEK cytotox, IP6K1 inh, FLuc inh, SNCA expr inhib, HEK293 viab
> CCCN(CCC)CCCNC(=O)Cn1ncc2c3ccccc3n(Cc3ccc(F)cc3)c2c1=O
 : ., ., ., 7, ., ?, 9%
> COCCn1c(C)cc(O)c(C(c2ccc(F)cc2)N2CCN(c3ccccc3)CC2)c1=O (stereo not given)
 : ., ., ., -3, ., 12%, 0%
> O=C1CC2(CCN(Cc3ccc(F)cc3)CC2)Oc2ccccc2N1
 : -22%, -10%, ?, 9, 3%, -16%, ?
> Cc1cc(F)ccc1OC1CN([S+](=O)([O-])CCC(F)(F)F)C1
 : i, ?, ?, -9, 3%, -17%, -12%
> CCc1ccc(S(=O)(=O)N2C[C@@H](F)C[C@H]2C(=O)N2CCc3ccccc3C2)cc1
 : i, -26%, -24%, 0, 6%, 5%, 6%
> CCn1c(SCc2ccc(F)cc2Cl)nc(=O)c2c(C(=O)OC)cc(C3CC3)nc21
 : ., ., ., 10, ., ?, -1%
> O=C(NCCCc1nc2ccccc2n1Cc1c(F)cccc1Cl)C1CCCCC1
 : ., ., ., -16, ., -6%, 11%
> O=C(OCc1cc(=O)n2nc(-c3cccs3)sc2n1)c1ccc(F)cc1
 : ., ., ., 5, ., 4%, -4%

(continued)
Sequence of screens – GPT2 inh, NIH3T3 tox, HEK cytotox, IP6K1 inh, FLuc inh, SNCA expr inhib, HEK293 viab
> Cc1ccc(S(=O)(=O)NC[C@H]2OC[C@@H](NCc3ccc(S(C)(=O)=O)cc3)[C@@H]2O)cc1
 : -4%, -14%, -11%, 3, -2%, -13%, -3%
> Cc1cccnc1C(C)NC(=O)C1(Oc2ccc(Cl)cc2)CCNCC1 (stereo not given)
 : -2%, -6%, -28%, 2, 4%, 22%, -13%
> CC(C)CC(=O)N1CCOc2ccc(CN3CCc4ccccc4C3)cc2C1
 : i, -33%, ?, -9, -5%, -12%, -16%
> O=C(c1ccc2cc[nH]c2c1)N1CCC2(CCCCO2)CC1
 : 1%, -9%, -4%, 17, -8%, -8%, 3%
> Cc1ccc(NC(=O)c2c(NC(=O)Cc3ccccc3)sc3c2CCCC3)cc1
 : ., ., ., 2, ., -1%, 3%
> COc1ccc(C(=O)NC2(C(F)(F)F)C(=O)NC(C)=C2C#N)cc1OC (stereo not given)
 : ., ., ., -5, ., -6%, 5%
> COc1ccc(CCNC(=O)C(=O)NCC(c2cccs2)S(=O)(=O)c2ccc(C)cc2)cc1 (stereo not given)
 : ., ., ., 8, ., 18%, -2%

Compound activity from PubChem.
